# mHTT-CaM PPI inh: inhibitors of human mutant huntingtin-calmodulin interaction; AlphaScreen His-mHTT/GST-CaM binding, luminescence; inhibition, % at 15 µM; actives 3.6% (n = 190,000); AID 1671202;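 further: 0% = both proteins with DMSO and 100% = one protein alone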
# Pf apPOL block: Pf-apPOL DNA polymerase inhibition | Recombinant Pf-apPOL, molecular beacon fluorescence, 1.5 h | inhibition, % at 10 µM | actives 0.25% (n = 210,000)
# Numbers without * were called inactive; . = not tested or not shown; & = joins results of further samples. No stated cut-off is given here; in the data, active means inhibition above about 50%; inactive means the rest.
SMILES,mHTT-CaM PPI inh,Pf apPOL block
CSc1nn(-c2ccccc2)c[n+]1-c1ccccc1,.,-8.0
Cc1c(-c2noc(-c3ccccc3)n2)nnn1Cc1ccccc1,-11.4,2.2
COCCNC(=O)c1cn(C)c(=O)c2cc(OC)c(OC)cc12,0.0,5.2
Cc1cc(C(C)(C)C)cc(C)c1CC1=NCCN1,-8.7,12.9
O=C(Nc1c2c(nn1-c1cccc(Cl)c1)CSC2)c1cc(Cl)ccc1[N+](=O)[O-],20.0,-4.4
O=C(NCC1(c2cccs2)CCOCC1)c1cccs1,-9.8,1.6
CCOc1cc(C(=O)NCc2ccc3c(c2)OCO3)cc(OCC)c1OCC,-3.8,-3.9
Cc1ccc(C)c(NC(=O)C2CC(=O)OC23CCCCC3)c1 (centres undefined),-5.0,-14.8
O=C(CCc1ccc2[nH]ccc2c1)NCc1ccccn1,1.0,-0.6
CC(=O)N1c2c(cc(Br)cc2S(=O)(=O)N2CCc3ccccc32)CC1C (centres undefined),20.0,1.4
Cc1cccc(OCC(=O)N2CC(C)C(c3nc(-c4cccnc4)no3)C2)c1 (centres undefined),3.5,-6.2
COc1ccc2nc(NC(=O)c3c(-c4ccccc4Cl)noc3C)sc2c1,24.0,5.4
Cc1cc(C)n2nc(SCCC(=O)NC3CCCC3)nc2n1,-8.0,-9.7
COc1ccc(Nc2ncc3c(n2)CCN(Cc2ccc(Br)s2)C3)cc1,22.0,-5.8
O=c1c(Cc2ccc([N+](=O)[O-])cc2)c(-c2ccccc2)oc2ccccc12,.,-11.5
Oc1ccc(Br)cc1C=NCCN=Cc1cc(Br)ccc1O,2.9,.
O=C(CSc1nc2cc3c(cc2c(=O)n1CCC1=CCCCC1)OCO3)NCc1ccco1,-5.0,2.7
CC(C)C(=O)Nc1cscc1S(=O)(=O)c1ccc(Cl)cc1,.,-3.2&-4.9
Cc1cc2c(=O)n(CC(=O)Nc3ccc(F)cc3Cl)ccc2s1,-8.0,1.7
CC1=NN(c2cc(Cl)cc(Cl)c2)C(=O)/C1=C/c1ccco1,1.0,-1.9
Cc1cc(C)n(-c2ccnc(NCCC3=CCCCC3)n2)n1,-16.8,3.7
CCOc1ccccc1C1C=C(c2ccc(I)cc2)Nc2nnnn21 (centres undefined),14.0,1.3
COc1cccc(C2=N/C(=C\c3ccc(F)cc3)C(=O)O2)c1,6.0,0.1
Cc1c(Br)c(C(F)(F)F)nn1CCC(=O)NC1=NCCS1,-0.9,.

# Compound profiles, as listed above. Screens in order: mHTT-CaM PPI inh, Pf apPOL block
# Cc1cc(C)n2nc(SCCC(=O)NC3CCCC3)nc2n1 is listed with -8.0, -9.7
# CCOc1ccccc1C1C=C(c2ccc(I)cc2)Nc2nnnn21 (centres undefined) is listed with 14.0, 1.3
# Cc1cc2c(=O)n(CC(=O)Nc3ccc(F)cc3Cl)ccc2s1 is listed with -8.0, 1.7
# Cc1c(Br)c(C(F)(F)F)nn1CCC(=O)NC1=NCCS1 is listed with -0.9, .
# CC(C)C(=O)Nc1cscc1S(=O)(=O)c1ccc(Cl)cc1 is listed with ., -3.2&-4.9

# The results go on:
SMILES,mHTT-CaM PPI inh,Pf apPOL block
Cc1ccccc1NCN1C(=O)C2CCC(C)(C1=O)C2(C)C (centres undefined),5.0,-3.7
CCc1[nH]nc2c1C(c1ccc(Br)s1)C(C#N)=C(N)O2 (centres undefined),0.5,.
COc1ccc(-n2nc(C#N)c(N)c(C#N)c2=N)cc1,6.0,1.2
COc1cccc(C(=O)Nc2cc(-c3nc4cc(Cl)ccc4o3)ccc2C)c1,-3.8,0.4
COc1ccc(C(=O)Nc2ccc(OC)c(OC)c2)cc1Cl,4.8,-12.2
COC(=O)[C@H](CC(C)C)N(Cc1ccc(Br)cc1)S(=O)(=O)CCl,-38.9,-0.4
C=CC(C)N1C(=O)S/C(=C/c2cn(CC(=O)N3CCOCC3)c3ccccc23)C1=O (centres undefined),23.0,1.7
CN(Cc1ccccc1)C(=O)c1ccc(-c2ccc(F)cc2)s1,-12.9,-3.1
CC1(C(=O)O)NC(c2cc(Cl)cc(Cl)c2O)C2C(=O)N(c3ccccc3)C(=O)C21 (centres undefined),2.0,0.4
O=S(=O)(N=Cc1cc(Br)ccc1O)c1ccccc1,3.0,-49.8
CCCCC1CCC(C(=O)ON2C(=O)c3cccc4cccc(c34)C2=O)CC1 (centres undefined),-4.6,-2.4
Cc1ccc(S(=O)(=O)NCCCN2CCOCC2)cc1,-1.4,-5.1
Cc1ccccc1C(=O)N1CCC(C(=O)Nc2ccccc2Cl)CC1,3.7,-6.1
COc1cccc(N2C=C(C(=O)N3CCCCC3)S(=O)(=O)c3ccccc32)c1,6.1,2.0
Cc1ccc(OCC(=O)Nc2cc(-c3nc4ncccc4o3)ccc2C)cc1C,-1.0,-15.5
O=C(Oc1ccc(Cl)cc1)N1CCCCC1,-18.7,-9.9
CC1(C)CC(CCNCCN2CCOCC2)(c2ccccc2)CCO1 (centres undefined),-1.0,-3.9
N#CC(=NOS(=O)(=O)c1ccc(Cl)cc1)S(=O)(=O)c1cccs1,.,-0.5
Cc1occc1C(=O)NCCN1CCOCC1,4.7,1.1
O=C(Cn1[nH]c2c(cnc3ccc(Cl)cc32)c1=O)Nc1ccc(F)cc1F,66.0*,-2.7
COc1cccc(/C=C2\N=C(c3ccc4c(c3)OCO4)OC2=O)c1,4.0,-0.7
O=C(CCc1nc(-c2ccc(Cl)cc2)no1)Nc1cc(C(F)(F)F)cc(C(F)(F)F)c1,.,-2.7&-7.5
Cc1ccnc(N2CCCC(C(=O)Nc3ccc(C)c(Cl)c3)C2)n1 (centres undefined),-12.3,-2.8
Cc1c(NC(=O)CN2C(=O)c3ccccc3C2=O)cccc1C(=O)O,2.0,-1.5
COCC(C)NC(=O)C(c1ccccc1)c1ccccc1 (centres undefined),-8.9,-9.4
C=CCN1C(=O)C(O)(CC(=O)c2ccc([N+](=O)[O-])cc2)c2ccccc21 (centres undefined),16.1,-4.2
COc1ccc(S(=O)(=O)CC(=O)Nc2ccc(-c3nc4ccccc4[nH]3)cc2)cc1,-1.8,-7.2
COc1cc(OC)cc(C(=O)N2CCN(c3nc(CN4CCC(C)CC4)cs3)CC2)c1,1.0,-1.1
O=C(COc1ccccc1Br)Nc1ccc(Cl)c(C(F)(F)F)c1,-3.0,70.6*
COc1ccc(NS(=O)(=O)c2ccc(NC(=O)COc3ccccc3)cc2)cc1,5.8,-6.9
O=C(c1c(Cl)ccc(F)c1F)N1CCN(c2ccc(Cl)cc2[N+](=O)[O-])CC1,22.1,-5.0
Clc1ccc(CSCc2ccc(-c3csnn3)cc2)cc1,.,-2.3
CC(C)(C)N=C1Nc2ccccc2NC12CCCN(C(=O)c1ccc3c(c1)OCO3)C2 (centres undefined),24.7,-1.5
COc1ccccc1N1CCN(S(=O)(=O)c2ccc(Cl)cc2)CC1,-8.0,3.1
COc1cccc(CN2CCc3nc(N4CCN(c5ccccc5F)CC4)ncc3C2)c1,3.9,9.3
O=C(Nc1nnc(C2CC(=O)N(c3ccccc3)C2)o1)c1cccc(F)c1 (centres undefined),21.6,-1.3
Cn1cc2c3c(cccc31)CN(C(=O)Nc1ccc(F)cc1)CC2,16.1,-4.3
O=C1OC(c2ccc3c(c2)OCO3)N(C(=O)c2cc3ccccc3o2)c2ccccc21 (centres undefined),-7.0,-1.7
CC1C(=O)N(c2ccc(Cl)cc2)CCN1C(=O)c1ccccc1 (centres undefined),-5.8,-3.8
COc1ccc(/C=C2/N=C(c3cccc(Cl)c3Cl)OC2=O)cc1OC,11.0,-1.5
Cc1ccc(Cl)cc1N(C)C(=O)C1C2CC3OC(=O)C1C3C2 (centres undefined),-1.6,0.8
CN(C)CCCOc1ccc(I)cc1,0.5,-3.0
O=C(c1ccc(-c2cccnc2)nc1)N1CCN(C2CCCCC2)CC1,-6.7,0.8
O=S(=O)(Nc1ccccc1Sc1c(Cl)cncc1Cl)c1ccc(Cl)cc1,.,-3.1
Cc1ccc(N=Cc2nc(-c3ccccc3F)oc2O)cc1Cl,11.0,-4.4
COCCN(Cc1ccsc1)C(=O)NCCCc1ccccc1,-20.2,-23.0
Cn1nc(-c2nc(-c3ccccc3)no2)c2c1CCN(S(=O)(=O)c1cccs1)C2,8.7,-3.2
O=C(NCCCN1CCN(c2ccccc2F)CC1)c1csc2c1CCCC2,6.8,-3.9
CC(C)C(=O)NC1CCc2[nH]c3ccc(Br)cc3c2C1 (centres undefined),53.2*,-9.1
NC(=O)C1CCN(C(=O)c2cn(Cc3ccccc3)nc2OCc2ccccc2)CC1,-8.9,-27.4
Cn1c(/C=C/c2ccc(Cl)cc2)c([N+](=O)[O-])c(=O)n(C)c1=O,6.7,3.2
Cc1cccc(NC(=O)c2cc(S(=O)(=O)N3CCCCC3)ccc2Br)c1,-7.4,5.3
CCOc1cc(C=C2SC(=S)N(C(CCSC)C(=O)O)C2=O)ccc1O (centres undefined),32.5,-35.6
Cc1cccc(-n2ncc3c(Nc4ccc(I)cc4)ncnc32)c1,1.0,-3.1
CCOc1ccc2ccccc2c1C(=O)NCC(O)C1CCCCC1 (centres undefined),-4.1,-3.4
Cc1cc(C)n(CC(=O)N2CCN(c3ccccc3O)CC2)n1,3.6,-2.1
Cc1ccc2ncn(C3CCN(S(=O)(=O)c4ccc(Cl)cc4)CC3)c(=O)c2c1,2.8,-3.8
O=C(Cn1cnc2sc3c(c2c1=O)CCCC3)NCCC(=O)Nc1ccc2c(c1)OCO2,2.0,1.2
Cc1cc(C)n2c(Nc3ccc(Cl)cc3)c(-c3ccsc3)nc2n1,7.0,-9.3
CC(C)CN1CCC(C(=O)N2CCN(Cc3ccccc3)CC2)CC1,4.4,-17.6
# Later entries.
SMILES,mHTT-CaM PPI inh,Pf apPOL block
CC(C)NC(=O)N1CCC2(CC1)Nc1cc(F)ccc1-n1cccc12,33.9,1.8
CCC(=O)N1CCc2cc(Br)cc(S(=O)(=O)Nc3cc(C)ccc3OC)c21,10.0,-3.5
CCOc1ccccc1OCCOCCN1CC(C)CC(C)C1 (centres undefined),-2.8,-10.7
CCC(=O)NCCCc1nc2ccccc2n1Cc1ccccc1F,2.0,-0.4
Cc1noc(C)c1C1CCCN1C(=O)c1ccccc1F (centres undefined),-7.2,0.5
CN(C)S(=O)(=O)c1ccc(C(=O)Nc2ccc(-n3nncc3-c3ccccc3)cc2)cc1,21.0,-1.8
O=C(O)C1CCCCC1C(=O)Nc1cccc(Cl)c1Cl (centres undefined),-4.2,-7.6
CS(=O)(=O)c1ccc2nc(NC(=O)Cc3ccc(F)cc3)sc2c1,7.0&5.4,0.0&-9.9
CCOC(=O)c1sc(N2N=C(C)/C(=C\c3cccs3)C2=O)nc1C,-9.0,.
Cc1nn2c(=O)/c(=C/c3cn(-c4ccccc4)nc3-c3ccc4c(c3)CC(C)O4)sc2nc1=O (centres undefined),-2.0,5.2
CCOC(=O)NC(C(=O)OCC)(c1ccc(F)cc1)C(F)(F)F (centres undefined),.,0.4
COc1ccc(C(=O)Nc2cccc(Cl)c2Cl)cc1[N+](=O)[O-],4.0,-4.1
Cc1ccc(C)c(NC(=O)CN2CCC(c3nc(-c4ccc(F)cc4)no3)CC2)c1,-6.9,-1.6
COc1ccccc1CC(=O)N1CCc2ccccc21,-3.0,45.6
Brc1ccc(OCCn2cnc3ccccc32)cc1,23.3,4.1
N#CC(c1ccc2c(c1)OCO2)N(Cc1ccccc1)C(=O)c1sc2ccccc2c1Cl (centres undefined),.,-6.8
COc1ccc(CC(=O)N2CC3CC2CC3NC(=O)c2cccs2)cc1Cl (centres undefined),-0.8,-2.5
O=C(c1n[nH]c2c1CCCC2)N1CCn2c(nnc2-c2ccccc2)C1,10.0,0.2
COc1ccc(OC)c(N2CCN(C(=O)C(C)C)C(C)C2=O)c1 (centres undefined),0.8,-0.6
Clc1ccc(OCCN2CCOCC2)cc1,5.2,82.2*
CC1(C)CC(=O)C([N+](=O)[O-])=C(NCc2ccccc2)C1,-5.5,-2.0
CCOc1ccc(NC(=O)c2ccc(-c3ncccc3NC(=O)CC)cc2)cc1,8.4,-3.3
CCOc1ccccc1C(=O)N1CCCN(c2ncccc2-c2nc(C)no2)CC1,0.1,-7.4
COCCNC(=O)c1cc2n(n1)C(C(F)(F)F)CC(c1ccc(Cl)cc1)N2 (centres undefined),6.0,-3.1

# A portion of the results above, for reference:
SMILES,mHTT-CaM PPI inh,Pf apPOL block
N#CC(c1ccc2c(c1)OCO2)N(Cc1ccccc1)C(=O)c1sc2ccccc2c1Cl (centres undefined),.,-6.8
COc1ccc(CC(=O)N2CC3CC2CC3NC(=O)c2cccs2)cc1Cl (centres undefined),-0.8,-2.5
O=C(c1n[nH]c2c1CCCC2)N1CCn2c(nnc2-c2ccccc2)C1,10.0,0.2
COc1ccc(OC)c(N2CCN(C(=O)C(C)C)C(C)C2=O)c1 (centres undefined),0.8,-0.6

# Going on with the list:
SMILES,mHTT-CaM PPI inh,Pf apPOL block
O=C(NCc1ccncc1)c1nc2ccccn2c1-c1ccc(F)cc1,5.5,3.9
O=C(NCCOc1ccc(F)cc1)C(=O)Nc1cccc(C(F)(F)F)c1,-8.4,0.9
COc1cc(/C=C2\SC(NC(C)=O)=NC2=O)cc(I)c1O,37.0,-3.1
Cc1ccc(O)c(C(=O)CC(=O)c2ccccc2C)c1,37.1,3.2
O=C(NCCC1=CCCCC1)C(=O)Nc1ccc2c(c1)CCCN2C(=O)c1cccs1,-4.3,-4.9
Cc1ccc(N2C(=O)C3N=NN(c4ccc(C)c(Cl)c4)C3C2=O)cc1F (centres undefined),22.6,-2.8

# Six entries drawn at random from those above, as already listed:
SMILES,mHTT-CaM PPI inh,Pf apPOL block
COc1cc(/C=C2\SC(NC(C)=O)=NC2=O)cc(I)c1O,37.0,-3.1
O=C(NCCC1=CCCCC1)C(=O)Nc1ccc2c(c1)CCCN2C(=O)c1cccs1,-4.3,-4.9
O=C(NCc1ccncc1)c1nc2ccccn2c1-c1ccc(F)cc1,5.5,3.9
Cc1ccc(N2C(=O)C3N=NN(c4ccc(C)c(Cl)c4)C3C2=O)cc1F (centres undefined),22.6,-2.8
O=C(NCCOc1ccc(F)cc1)C(=O)Nc1cccc(C(F)(F)F)c1,-8.4,0.9
Cc1ccc(O)c(C(=O)CC(=O)c2ccccc2C)c1,37.1,3.2

# Bioassay records deposited in PubChem BioAssay by University of Kansas High Throughput Screening Laboratory.

# An unsorted share of the library. About 3.5% of those tested had a hit in this group.
